# ERAP1 HTS inh – ERAP1 (human) enzyme inhibition | Q9NZ08 | 0.15% of 340,000 active | recombinant ERAP1, Leu-AMC fluorescence, 60 min | inhibition, % at 10.7 µM;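 active = mean replicate inhibition of at least 30%, or all replicates individually reaching that 30% level; inactive = mean below 30% and not every replicate reaching it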;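 also: 0% = neutral control wells and 100% = L-leucinethiol positive control wells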
# ERp5 block – inhibitors of human ERp5; Q15084; ERp5 insulin aggregation, absorbance 650 nm, 90 min; inhibition, % at 9.99 µM; 0.05% of 350,000 active; AID 651711;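 active = mean replicate inhibition above about 25%, with every replicate also reaching it, limit read from the data, passing the limit was not always enough; inconclusive = only one of those two criteria met; inactive = neither criterion met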
# Target sequence (Q15084 whole entry, looked up): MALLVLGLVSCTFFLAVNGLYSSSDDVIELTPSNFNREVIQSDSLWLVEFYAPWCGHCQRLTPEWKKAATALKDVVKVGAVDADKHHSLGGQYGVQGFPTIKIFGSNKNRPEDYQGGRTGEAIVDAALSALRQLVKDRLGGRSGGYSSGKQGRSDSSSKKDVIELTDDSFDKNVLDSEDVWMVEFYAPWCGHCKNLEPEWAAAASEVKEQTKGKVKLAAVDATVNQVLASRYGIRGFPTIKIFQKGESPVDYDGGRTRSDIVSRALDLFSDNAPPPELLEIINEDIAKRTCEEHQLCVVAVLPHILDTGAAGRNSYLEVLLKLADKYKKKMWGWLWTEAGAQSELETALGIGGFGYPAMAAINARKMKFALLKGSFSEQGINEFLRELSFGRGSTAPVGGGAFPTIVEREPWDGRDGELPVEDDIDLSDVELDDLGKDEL
# SIRT5 block – inhibitors of human sirtuin-5 desuccinylase. Purified SirT5, succinyl-peptide AMC, trypsin-coupled fluorescence. AID 652115. 1.1% of 330,000 active. inhibition, % at 15 µM; in the data active = inhibition above about 15%; inconclusive = no clear call, values can overlap the other calls
# Target sequence (Q9NXA8 whole entry, looked up): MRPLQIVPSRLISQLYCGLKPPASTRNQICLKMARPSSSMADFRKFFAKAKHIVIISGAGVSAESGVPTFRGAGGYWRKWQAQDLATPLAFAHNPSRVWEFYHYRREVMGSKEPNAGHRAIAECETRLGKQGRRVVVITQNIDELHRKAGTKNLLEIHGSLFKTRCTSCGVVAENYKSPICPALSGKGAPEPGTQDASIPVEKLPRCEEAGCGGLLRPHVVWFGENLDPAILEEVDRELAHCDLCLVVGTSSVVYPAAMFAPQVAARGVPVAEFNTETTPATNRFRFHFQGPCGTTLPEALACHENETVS
# DENV2 CPE – inhibitors of DENV2 cytopathic effect; AID 651640; CPE inhibition, % at 9.99 µM; DENV2-infected cells, cytopathic effect rescue, plate reader; 1.7% of 350,000 active; in the data active = CPE inhibition above about 20%, passing the limit was not always enough; inconclusive = no clear call, values can overlap the other calls; tested in BHK-21 cells;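 also: 0% = median of neutral control wells and 100% = median of positive control wells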
# CFTR F508del cor – correctors of CFTR F508del function in bronchial epithelial cells. CFBE cells, YFP halide quenching; stimulated with forskolin plus potentiator P3; % fluorescence drop versus neutral controls. activity (quench increase), % at 7.58 µM. 0.36% of 350,000 active;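 active = mean added fluorescence quench of at least 8% versus neutral control, with both replicates also reaching 8%; inconclusive = only one of the mean or replicate conditions met; inactive = mean below 8% and not both replicates reaching 8%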;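 also: cells transiently co-express mutant CFTR-F508del with the halide-sensitive YFP; corrector assay measuring rescue of mutant channel to the surface after 24 h compound exposure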
# miR122 inh – inhibitors of miR-122 in Huh7 cells; Huh7 miR-122 Renilla luciferase sensor, 48 h; neutral wells = 0, positive control = 100; activation (reporter increase), % at 12.5 µM; 0.3% of 340,000 active; AID 602342;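 active = mean replicate activation score at least 90 and every replicate individually at or above 90; inconclusive = only one of the two criteria met; inactive = neither criterion met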;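 also: higher luciferase means less miR-122 activity so hits act as miR-122 inhibitors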
# Casp6 inh – caspase-6 (human) enzyme inhibition. purified caspase-6, Z-VEID-R110 cleavage fluorescence. inhibition, % at 12.5 µM. AID 686996. 0.53% of 350,000 active. P55212;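 active = mean inhibition across replicates at least about 35%, with every replicate also reaching that limit, limit read from the data; inconclusive = only one of the two criteria met; inactive = neither criterion met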;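 also: 0% = median of neutral control wells and 100% = no fluorescence left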
# Target sequence (P55212 24-179 limits assumed): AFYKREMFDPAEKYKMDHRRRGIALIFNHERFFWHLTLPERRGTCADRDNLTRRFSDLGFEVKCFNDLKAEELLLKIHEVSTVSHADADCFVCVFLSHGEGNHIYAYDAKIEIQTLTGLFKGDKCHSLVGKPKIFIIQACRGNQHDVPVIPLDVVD
# Target sequence (P55212 194-293 limits assumed): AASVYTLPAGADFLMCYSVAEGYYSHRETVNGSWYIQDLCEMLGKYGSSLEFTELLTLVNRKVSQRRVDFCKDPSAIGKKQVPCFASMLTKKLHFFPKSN
# * hit, by the source's call; ? = inconclusive; nt = not tested or not shown; [ ] = remark or other dose.
# Values run as follows: ERAP1 HTS inh, ERp5 block, SIRT5 block, DENV2 CPE, CFTR F508del cor, miR122 inh, Casp6 inh
- NC(=O)c1csc(CCNC(=O)c2ccccc2)n1
→ 2.5, 7.7, nt, -2.4, -1.1, 1.6, 2.5
- O=C(NCC1(N2CCOCC2)CCCCC1)c1cccc(S(=O)(=O)N2CCc3ccccc3C2)c1
→ -3.7, 3.2, -1.5, nt, 1.6, -3.2, 1.9
- CCCN(CC1CC1)C(=S)NC(=O)C1CC1
→ -4.3, -3.5, -14.5, -3.0, 3.9, -1.2, 1.0
- C[C@@H]1CN([C@H](C)CO)C(=O)c2cc(-c3ccc(F)cc3)cnc2O[C@H]1CN(C)C(=O)c1ccccn1
→ 0.8, 4.1, 6.5, 10.2, -2.4, -3.7[16.7 µM], 0.0
- O=C(NCCCN1CCCC1)c1ccc2c(Cl)c3c(nc2c1)CCCC3
→ 14.1, -4.1, -1.4, 1.9, 2.4, nt, -41.4
- CC(=O)N(c1ccc(C)cc1)S(=O)(=O)c1ccc(Cl)cc1
→ -4.4, 1.5, -1.6, -5.8, 0.9, 7.6, 6.7
- COc1ccc(C(CNC(=O)c2ccc(-c3cccc(C(F)(F)F)c3)o2)N2CCOCC2)cc1 (stereo not given)
→ 4.8, 0.4, -2.8, -11.8, -2.6, nt, 1.0
- COc1ccccc1C#Cc1ccc([C@H]2[C@H](CO)N3CCCCN(CCC(F)(F)F)C[C@@H]23)cc1
→ 0.0, 1.4, 0.7, 11.3, 0.6, 7.7[16.7 µM], -3.3
- CCN(C(=O)C(C)Sc1nnc(-c2ccncc2)n1C)C1CCCCC1 (stereo not given)
→ 2.0, 2.6, -3.2, -2.9, 4.2, -9.6, -3.8
- CN1CCN(C(=O)C[C@@H]2C[C@H]3c4cc(NC(=O)C5CCOCC5)ccc4O[C@H]3[C@H](CO)O2)CC1
→ 0.6, 1.2, -4.8, -0.9, 4.5, 12.3[16.7 µM], -1.8
- CC(C)c1ccc(NC(=O)NCc2cccnc2)cc1
→ 1.9, -6.3, -1.2, -13.4, 1.2, 14.8, -0.4
- CC(C)CC#Cc1ccc2c(c1)O[C@H](CN(C)Cc1ccccn1)[C@@H](C)CN([C@H](C)CO)S2(=O)=O
→ -1.0, -4.6, 2.4, -4.0, nt, 11.0[16.7 µM], 0.0
- CCOC(=O)C1=CN(Cc2cccc(-c3cccnc3)c2)S(=O)(=O)N(CC)C1C (stereo not given)
→ 0.1, -1.0, -3.3, -9.5, -7.8, 3.4, -2.0
- CO[C@H]1CN(C)C(=O)c2cc(NS(=O)(=O)CC(F)(F)F)ccc2OC[C@@H](C)N(CC2CCCCC2)C[C@@H]1C
→ nt, -8.7, 15.0, 6.6, 1.0, nt, nt
- COc1ccc(/C=N/NC(=O)CN(C)S(=O)(=O)c2ccc(NC(C)=O)cc2)cc1
→ 0.2, 0.2, -3.2, nt, -1.8, nt, -1.4
- Cc1c(C(=O)NCCc2ccc(Cl)cc2)sc2nc3n(c(=O)c12)CCC3
→ 1.0, -0.5, -2.8, -0.7, 1.6, 0.6, -3.8
- Cc1c2cnn(CC(=O)NCCN3CCOCC3)c(=O)c2c(C)n1Cc1ccccc1F
→ 0.0, 5.7, -1.5, 1.5, 1.1, 3.4, -1.1
- Cc1ccc2sc(N(CCCN(C)C)C(=O)c3ccc(S(=O)(=O)N4CCOCC4)cc3)nc2c1C
→ 4.9, -2.5, -3.1, 2.4, -1.7, -5.6, -4.8
- CC(C)(C)n1ncc2c(=O)n(CC(=O)N3CCCC3)cnc21
→ 4.9, 2.5, 0.4, -1.8, 3.2, nt, -0.7
- O=C(CSc1cc(Cl)ccc1Cl)NCCN1C(=O)CSC1=O
→ -2.5, -1.1, -2.5, -3.9, -0.6, -3.0, -1.8
- CC(=O)Nc1ccc2c(c1)C(=O)N(C)[C@@H]1CC[C@H](CC(=O)NCC3CC3)O[C@H]1CO2
→ -0.6, 5.1, -0.9, 4.6, -2.0, -1.5[16.7 µM], 0.5
- CSC1=NCCN1C(=O)c1ccco1
→ -0.5, 7.1, nt, -0.9, -4.9, nt, 0.0
- Cc1cccc(C)c1NC(=O)CNC(=O)c1c(C)nn(-c2ccccc2)c1C
→ -7.6, 1.6, -7.9, -0.4, 1.5, nt, 0.9
- Cc1ccc(S(=O)(=O)NCC[C@@H]2CC[C@H](NC(=O)c3cccc(F)c3)[C@@H](CO)O2)cc1
→ 7.3, -1.9, 0.0, -3.4, 1.2, nt, -6.4
- CCOc1ccc(N2C(=O)c3ccccc3NC2(C)CC)cc1 (stereo not given)
→ -0.4, -3.9, -3.1, 13.9, 2.9, -3.9, -1.8
- COC(=O)[C@]12C[C@H](CC(=O)NCc3ccc(OC)c(OC)c3)C(=O)N(Cc3ccccc3)C1=C[C@H](C(C)(C)C)O[C@@H]2C
→ 3.8, 0.2, nt, 7.4, -2.2, nt, -3.9
- COc1cc(Nc2cc(C)nc3ncnn23)cc(OC)c1
→ -0.2, 4.0, 1.3, 14.1, 4.3, nt, -1.4
- CO[C@@H](CN(C)C(=O)Nc1ccc(C(F)(F)F)cc1)[C@H](C)CN(Cc1ccccc1Cl)[C@H](C)CO
→ 1.4, -0.6, 7.4, 0.6, -2.2, nt, 1.2
- CCC(=O)N1CC[C@@H]2[C@@H](CO)N(C)c3ccc(-c4cccc(OC)c4)cc3[C@@H]21
→ -0.6, 4.4, -6.7, -6.4, -0.4, 9.4[16.7 µM], -5.1
- N#C/C(=C\c1ccc(F)c(Cl)c1)S(=O)(=O)c1ccccn1
→ -1.2, -3.1, -7.9, -3.5, -2.1, nt, 3.6
- Cc1nc(N2CCN(c3ccccc3)CC2)[nH]c(=O)c1C
→ -0.1, 0.0, 1.7, 1.6, 1.4, nt, -2.4
- COc1ccc(CC(=O)NNC(=O)c2cc(C)oc2C)cc1OC
→ 5.0, -3.2, -2.3, -6.4, 3.0, -5.3, -2.3
- Cc1ccc(C)c(CN2CCC(CNC(=O)CCc3nnc4ccc(N5CCCCC5)nn34)CC2)c1
→ 0.8, 3.0, 5.3, 8.1, 0.1, -1.1, -10.3
- CN(C)c1ccc(CNC(=O)C2CCN(S(=O)(=O)c3ccc4c(c3)oc(=O)n4C)CC2)cc1
→ -0.4, 6.4, 3.9, 18.6, -2.8, 20.1, -1.4
- COC(=O)[C@H](Cc1ccccc1)NS(=O)(=O)c1ccc(F)cc1Br
→ 1.5, -1.8, -1.6, ?, 0.6, 14.7, 4.0
- C[C@H](CO)N1C[C@H](C)[C@H](CN(C)S(=O)(=O)c2cn(C)cn2)Oc2ncc(C3=CCCC3)cc2C1=O
→ -0.8, -6.3, -5.4, 0.9, -3.0, -4.0[16.7 µM], 2.6
- CC(=O)Nc1ccc(S(=O)(=O)N[C@@H](C)C(=O)OCC(=O)NC2CCCC2)cc1
→ -2.4, 2.8, 0.0, -0.6, -5.2, -9.5, 1.3
- COc1ccccc1NC(=O)N[C@H]1C=C[C@H](CC(=O)NCc2ccc(Cl)c(Cl)c2)O[C@H]1CO
→ 3.3, -1.1, 12.8, -2.6, -0.3, 9.9[16.7 µM], 0.4
- CC1(C)C2CCC(C2)C1(C)N=C1OC(CCl)CS1 (stereo not given)
→ -0.5, 0.7, -1.3, -3.0, -2.4, 1.9, -2.4
- COCC(=O)N1CC[C@H]2[C@H](CO)Nc3ccc(-c4ccc(C(=O)N(C)C)cc4)cc3[C@H]21
→ 0.6, 2.6, 2.7, 2.4, -0.4, 8.2[16.7 µM], -2.9
- CCCc1ccc(S(=O)(=O)N2CCN(C(C)C(=O)NC3CCCC3)CC2)cc1 (stereo not given)
→ -3.1, 11.8, -4.7, -14.4, -2.5, -3.7, 6.1
- CC(=O)Nc1ccc(N2C(=O)CSC2c2ccccc2)cc1 (stereo not given)
→ -1.4, 2.0, 10.8, 0.5, -1.1, -9.6, -0.7
- Cn1cc(Br)c(C(=O)N/N=C/c2cc3c(cc2Cl)OCO3)n1
→ -2.3, -1.8, 7.6, -2.1, 2.6, nt, -0.7
- C[C@@H]1CCCCO[C@@H](CN(C)Cc2ccc3c(c2)OCO3)[C@H](C)CN([C@H](C)CO)C(=O)c2cc(NC(=O)Nc3ccc4c(c3)OCO4)ccc2O1
→ -0.5, 1.1, 2.1, -24.5, -0.4, 6.9[16.7 µM], 4.6
- CN1CCN(C(=O)C[C@H]2CC[C@H](NC(=O)Nc3ccccc3F)[C@H](CO)O2)CC1
→ -1.0, -3.0, -1.1, -1.5, -0.1, nt, -0.6
- CNC(=O)c1ccc(CN(C)C(=O)/C=C/c2ccc(S(=O)(=O)N3CCCCCC3)cc2)cc1
→ -2.9, 4.0, nt, 4.0, -0.7, 3.4, 1.8
- O=C(COc1ccc(Cl)cc1)NNC(=O)c1ccc2c(=O)n3c(nc2c1)CCC3
→ -2.5, -15.8, 2.7, ?, 0.7, nt, 0.1
- COC(=O)C1=CN(Cc2ccc(OC)c(OC)c2)C=C(C(=O)OC)C1c1cccs1
→ -5.8, 0.3, nt, -2.9, 0.2, nt, -5.2
- N#CCC(=O)Nc1ncc(Cc2ccccc2Cl)s1
→ -3.6, -5.9, 15.4*, 1.8, 1.4, -9.1, -3.8
- Cc1cc2cc(CNS(=O)(=O)N(C)C)ccc2[nH]1
→ 7.4, -5.1, -3.9, 9.6, 4.0, 0.7, 4.7
- CC(=O)NC(=O)COC(=O)c1ccc2ncsc2c1
→ 2.3, 1.7, -1.5, 9.9, -1.7, nt, -1.2
- COc1ccc(N(C)S(=O)(=O)c2ccc(Cl)c(C(=O)NCC(C)(C)N3CCOCC3)c2)cc1
→ -2.5, 3.4, -0.9, 1.9, 0.2, -8.6, -0.1
- CCN(CC)S(=O)(=O)c1cccc(C(=O)NCC2CCCCC2)c1
→ -4.7, 2.7, -0.9, -3.1, -0.6, 3.2, -1.1
- COc1ccc(S(=O)(=O)N(C)C[C@H]2OCCCC[C@@H](C)Oc3ccc(NC(=O)Nc4ccc5c(c4)OCO5)cc3C(=O)N([C@@H](C)CO)C[C@H]2C)cc1
→ -5.4, -0.1, 6.4, 6.5, -1.4, -6.1[16.7 µM], 0.3
- O=C(O)C1CCCN(S(=O)(=O)Cc2ccccc2)C1 (stereo not given)
→ -5.8, -1.8, -3.5, 0.5, -3.1, 1.0, -4.4
- COc1ccc(C(=O)N2CCN(CCNC(=O)C(=O)Nc3ccc(Br)cc3)CC2)cc1
→ 1.7, -3.0, -0.3, -5.5, 3.5, -5.7, 1.8
- COc1ccc(-c2cnc3c(c2)C(=O)N([C@@H](C)CO)C[C@H](C)[C@@H](CN(C)S(C)(=O)=O)O3)cc1
→ -7.4, 1.9, -2.9, 9.4, -1.2, 18.3[16.7 µM], -1.2
- O=Cc1c(-c2ccccc2)nc2ccccn12
→ -2.2, 1.8, -1.1, 6.7, 2.3, nt, 0.4
- COc1cccc(C(=O)Nc2ccc(NC(=O)C3CCCCC3C(=O)O)cc2)c1 (stereo not given)
→ -21.1, 5.1, -2.1, -15.1, 1.1, nt, 4.6
- CCC(=O)N1C[C@@H](O)COC[C@@H]2O[C@@H](CC(=O)NC)CC[C@H]21
→ -3.5, -0.5, -1.6, 3.6, 1.7, 2.5[16.7 µM], 0.4

# The listing continues.
# Values run as follows: ERAP1 HTS inh, ERp5 block, SIRT5 block, DENV2 CPE, CFTR F508del cor, miR122 inh, Casp6 inh
- N#CCCN(C(=O)COC(=O)C1CCN(S(=O)(=O)c2ccccc2C(F)(F)F)CC1)c1ccccc1
→ -0.1, -12.7, -0.7, 5.2, -0.1, -2.4, -0.8
- COc1ccc2c3c(n(C)c2c1)[C@H](CO)N(CC1CCOCC1)CC31CCN(C(=O)CN(C)C)CC1
→ -1.0, 1.8, 0.5, -0.7, 2.4, nt, -15.1
- Cc1ccccc1NC(=O)Cn1c(=O)sc2ccccc21
→ 6.9, -10.4, -5.6, 1.1, nt, nt, -0.8
- C[C@@H]1CN([C@@H](C)CO)C(=O)c2cc(N(C)C)ccc2O[C@@H]1CN(C)Cc1ccc(-c2ccccc2)cc1
→ -5.2, 1.7, -1.1, 5.2, -0.8, -3.5[16.7 µM], -0.7
- COc1ccc(N/C=C\C(=O)c2ccc3c(c2)OCO3)cc1OC
→ 6.5, -2.7, -0.1, -0.9, nt, 3.8, -0.1
- Cc1ccc(/C(N)=N/OC(=O)c2ccc3c(c2)OCO3)cc1
→ 1.8, -2.2, 0.7, -7.1, nt, nt, -2.7

# High-throughput results: PubChem, Broad Institute
